Source: PubChem BioAssay
Tb PFK block: inhibitors of T. brucei phosphofructokinase. Potency, µM (top dose mostly 57.5 µM), for inactives: top-dose activity, negative = inhibition, hits mostly inhibitors. O15648. T. brucei PFK, ADP-Glo luminescence. actives 0.17% (n = 330,000);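 note: potency is the fitted concentration of half-maximal effect; 0% = uninhibited 1x PFK enzyme wells and -100% = no-enzyme wells; nearly all actives have a fitted effect of over 60% in size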
Target sequence (O15648 whole entry, looked up): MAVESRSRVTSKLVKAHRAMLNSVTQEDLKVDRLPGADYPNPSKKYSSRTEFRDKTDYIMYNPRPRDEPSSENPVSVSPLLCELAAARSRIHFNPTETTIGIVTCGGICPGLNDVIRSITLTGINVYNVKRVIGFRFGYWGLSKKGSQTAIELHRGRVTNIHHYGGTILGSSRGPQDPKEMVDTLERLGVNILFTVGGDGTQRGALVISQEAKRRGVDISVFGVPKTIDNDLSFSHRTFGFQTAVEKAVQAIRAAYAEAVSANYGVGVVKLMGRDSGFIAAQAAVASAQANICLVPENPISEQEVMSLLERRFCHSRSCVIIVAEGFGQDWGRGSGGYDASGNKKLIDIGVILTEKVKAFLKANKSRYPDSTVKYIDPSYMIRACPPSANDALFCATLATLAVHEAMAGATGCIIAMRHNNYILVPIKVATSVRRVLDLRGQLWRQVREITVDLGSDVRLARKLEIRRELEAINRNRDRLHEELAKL
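1.25 nM PFK with 0.5 mM F6P and 0.1 mM ATP in 0.1 M TEA pH 8.0, 5 mM MgCl2, incubated 45 min at room temperature; ADP measured by ADP-Glo luminescence; compounds titrated up to 57 uM.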
B2AR arrestin: recruits beta-arrestin to the human beta2-adrenergic receptor; beta-arrestin recruitment to beta2AR, cell-based reporter; AID 492947; Potency, µM (titrated, usually from 46.1 µM), for inactives: at the top dose activation, hits mostly activators; P07550; actives 0.02% (n = 330,000);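 note: potency is the fitted concentration of half-maximal effect; 0% = DMSO controls and full agonism = EC100 isoproterenol or metaproterenol; nearly all actives have a fitted effect of over 65% in size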
Eya2 inh: blocks the phosphatase activity of human Eya2. O00167. recombinant Eya2, OMFP fluorescence dephosphorylation (OMFP is methylfluorescein phosphate). Potency, µM (titrated, usually from 76.9 µM), for the others: at the highest dose activity, negative = inhibition, actives largely listed as inhibitors. actives 0.006% (n = 330,000). AID 488837; note: potency is the fitted concentration of half-maximal effect; % is set by controls: 0 for no effect and ±100 for the full control effect
Target sequence (O00167 whole entry, looked up): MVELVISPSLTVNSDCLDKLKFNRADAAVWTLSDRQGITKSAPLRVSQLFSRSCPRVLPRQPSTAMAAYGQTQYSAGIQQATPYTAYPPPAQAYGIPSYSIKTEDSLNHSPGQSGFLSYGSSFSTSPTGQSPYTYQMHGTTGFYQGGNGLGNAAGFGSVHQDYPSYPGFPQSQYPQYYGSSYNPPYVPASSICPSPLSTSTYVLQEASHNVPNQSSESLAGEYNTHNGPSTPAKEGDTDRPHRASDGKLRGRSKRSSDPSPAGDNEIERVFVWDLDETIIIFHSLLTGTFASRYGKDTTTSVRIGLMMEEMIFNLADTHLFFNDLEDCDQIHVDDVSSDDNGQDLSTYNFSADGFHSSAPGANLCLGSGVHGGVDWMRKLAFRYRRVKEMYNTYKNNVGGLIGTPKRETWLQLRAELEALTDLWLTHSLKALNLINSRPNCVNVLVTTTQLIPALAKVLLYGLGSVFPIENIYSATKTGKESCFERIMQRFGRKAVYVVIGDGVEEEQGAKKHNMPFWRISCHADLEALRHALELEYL
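Eya2 (0.2 uM) preincubated 10 min at ambient with compound, then OMFP substrate added at 50 uM; 10 min reaction in 50 mM HEPES pH 7.5, 50 mM NaCl, 5 uM MgCl2, 0.05% BSA, 1 mM DTT. Fluorescence read at Ex 485/Em 525 nm.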
USP2a block: USP2a (human) protease inhibition; USP2 core, Ub-CHOP2 coupled fluorogenic reporter, 485/531; actives 0.01% (n = 330,000); O75604; Potency, µM (titrated, usually from 38.3 µM), without a hit: at the highest dose activity change, negative = inhibition, actives largely listed as inhibitors;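 note: potency is the fitted concentration of half-maximal effect; plate controls were DMSO wells for no effect and full inhibition by NEM control for full effect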
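USP2 core (10nM final) preincubated 30min RT with compound in 20mM Tris-HCl pH 8.0, 2mM CaCl2, 2mM beta-mercaptoethanol, 0.05% CHAPS; 25nM Ub-CHOP2 plus 25nM reporter substrate added, fluorescence (Ex485/Em531) read after 60min.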
PTAP TSG101 blk: blocks PTAP/TSG101 interaction to inhibit HIV-1 budding | Fluorescence polarization, FITC-PTAP peptide / Tsg101 binding | Potency, µM (top dose mostly 115 µM), without a hit: top-dose activity change, negative = inhibition, actives largely listed as inhibitors | 340,000 tested, under 10 active | Q99816; active = well fitted inhibition curve with a large enough effect in the main read-out, with a control signal flat, not every such curve was filed as active; inconclusive = small, poorly fitted or top-dose-only effect, or effect the other way, or a change in a side signal; inactive = no such curve, though single readings can be large or run the other way; note: potency is the fitted concentration of half-maximal effect; % of control where 0% means no effect
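Fluorescence anisotropy tracks displacement of a FITC-tagged PTAP peptide (50 nM) from the Tsg101 binding domain (10 uM), following a 20 min room-temperature incubation at pH 7.5.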
TSHR antag: human thyrotropin receptor antagonism. P16473. TSHR-expressing cells, TSH-stimulated cAMP HTRF, 2 h; stronger effect = lower value. activity change, negative = inhibition, % at 11.5 µM. actives 0.2% (n = 330,000);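 active = activity change below a set negative limit, meaning inhibition stronger than a set level, cut at about -70% in these data; inconclusive = activity change between two set negative limits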; note: % is set by controls: 0 for no effect and ±100 for the full control effect
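TSHR-expressing cells were treated with compounds, then stimulated with TSH at EC80 (4nM final) for 2 hours at 37 deg C. Cellular cAMP was measured by HTRF competition between lysate cAMP and cAMP-d2 for a cryptate-labelled anti-cAMP antibody.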
BCR signal inh: blocks chronic active B-cell receptor signaling; ABC-DLBCL IkBa-CBG/CBR reporter, luminescence ratio, 4 h; Potency, µM (titrated, usually from 46.1 µM), without a hit: at the highest dose ratio change, negative = lower green/red ratio, hits mostly inhibitors; actives 0.05% (n = 340,000); active = well fitted inhibition curve with a large enough effect in the signal ratio, with a control signal flat, not every such curve was filed as active; inconclusive = small, poorly fitted or top-dose-only effect, or effect the other way, or a change in a side signal; the % refers to the signal ratio;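 note: potency is the fitted concentration of half-maximal effect; plate controls were basal doxycycline-induced cells for no effect and cells given 10 µM MG132 for full effect; MG132 reads +100%, hits lower the ratio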
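TMD8 human ABC-DLBCL cells with doxycycline-inducible IκBα–green luciferase fusion and unfused red luciferase, in 0.5% FBS medium; compounds up to 46 uM, 4 h at 37C. Green/red luminescence ratio, filter-overlap corrected, fitted to concentration-response curves.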
ELG1 DNA repair: inhibitors of ELG1-dependent DNA repair in HEK293T cells. actives 2.3% (n = 330,000). Potency, µM (doses to about 46.1 µM), inactives show at the top dose activity change, negative = inhibition, hits mostly inhibitors. HEK293T ELG1-luciferase reporter, luminescence, 16 h; DNA damage induced by 5-fluorouridine. AID 504467; note: potency is the fitted concentration of half-maximal effect; % is set by controls: 0 for no effect and ±100 for the full control effect; nearly all actives have a fitted effect of over 55% in size
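Luminescence from the luciferase reporter, measured 30 min after ONE-Glo reagent at room temperature, was the read-out. Beforehand, 2,000 cells per well were exposed for 16 hr at 37 °C to 5-fluorouridine together with compound or vehicle.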
Mito fusion act: mitochondrial division inhibition or fusion activation. S. cerevisiae fusion-defective mutant growth rescue, CellTiterGlo 48 h. Potency, µM (highest dose often 46.1 µM), inactives show at the highest dose growth rescue (activation), most hits filed as activators. actives 0.23% (n = 320,000);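 note: potency is the fitted concentration of half-maximal effect; % of control where 0% means no effect; nearly all actives have a fitted effect of over 45% in size; temperature-sensitive fusion mutants such as fzo1-1 at 37 °C on non-fermentable ethanol glycerol medium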
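Read-out: ATP-based luminescence (CellTiterGlo, 10 min ambient) reporting growth of fusion-defective ts yeast after 48 hours at 37C on glycerol/ethanol YPEG medium in the presence of compound.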
uPA surface inh: blocks generation of uPA at the cell surface. cell surface uPA generation assay, qHTS. Potency, µM (titrated, usually from 38.3 µM), without a hit: at the top dose activity change, negative = inhibition, most hits filed as inhibitors. actives 0.31% (n = 330,000); active = well fitted inhibition curve with a large enough effect; inconclusive = small, poorly fitted or top-dose-only effect; inactive = no such curve, though single readings can be large or run the other way; tested in mouse RAW 264.7 cells; note: potency is the fitted concentration of half-maximal effect; % is set by controls: 0 for no effect and ±100 for the full control effect; nearly all actives have a fitted effect of over 55% in size
TCR act: T cell receptor activation | Potency, µM (top dose mostly 9.22 µM), without a hit: at the top dose activation of IL-2 secretion, most hits filed as activators | primary human leukocytes, anti-CD3, IL-2 HTRF, 48 h | 330,000 tested, under 10 active; note: % of control where 0% means no effect
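Using a-CD3 beads without co-stimulation, primary human leukocytes were exposed to compounds for 48 hr. An HTRF IL-2 kit measured the cytokine, with europium-to-d2 energy transfer producing emission at 665nm upon 320nm excitation.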
An asterisk follows results filed as active; ? = inconclusive; · = no result given; [ ] = dose if it differs, or a comment. Unless noted, calls come from the whole dose curve; as a rule, active = well fitted curve in the direction sought with a large enough effect; inconclusive = small, poorly fitted or top-dose-only effect, or another doubt; inactive = no such curve, though single readings can be large; an effect the other way counts as inactive or inconclusive.

1	O=C(Nc1cccc(O)c1)c1cccc(S(=O)(=O)N2CCCC2)c1
2	CCN(CC)CCCN=C1N[C@@H](c2cccc(C(F)(F)F)c2)C(C(=O)OC)=C(C)N1CC
3	O=C1NC(c2ccccc2)=NC1(NS(=O)(=O)c1ccccc1)C(F)(F)F (configuration not stated)
4	O=C(Nc1ccccc1)C1=C[C@@H](c2ccc(Br)cc2)C[C@@H](OCCCCO)O1
5	CN1CCN(C(=O)Nc2ccc3c(c2)N(C)C(=O)c2ccccc2S3)CC1

compound no.,1,2,3,4,5
Tb PFK block,-8%,-3%,5%,3%,3%
B2AR arrestin,0.0%,3.9%,-0.2%,0.0%,0.0%
Eya2 inh,-11%,-8%,4%,-3%,1%
USP2a block,1%,-4%,1%,0%,3%
PTAP TSG101 blk,-3%,-2%,3%,-1%,-1%
TSHR antag,3,3,19,-37,-1
BCR signal inh,3%,?,6%,?,-5%
ELG1 DNA repair,21%,?,-1%,?,?
Mito fusion act,-3%,·,1%,-2%,9%
uPA surface inh,-2%,?,·,8%,-1%
TCR act,-4%,-4%,5%,-5%,·

Compound profiles, from the list above.
Results for CCN(CC)CCCN=C1N[C@@H](c2cccc(C(F)(F)F)c2)C(C(=O)OC)=C(C)N1CC → Tb PFK block = -3%; B2AR arrestin = 3.9%; Eya2 inh = -8%; USP2a block = -4%; PTAP TSG101 blk = -2%; TSHR antag = 3; BCR signal inh = ?; ELG1 DNA repair = ?; Mito fusion act = ·; uPA surface inh = ?; TCR act = -4%
Results for O=C(Nc1ccccc1)C1=C[C@@H](c2ccc(Br)cc2)C[C@@H](OCCCCO)O1 → Tb PFK block = 3%; B2AR arrestin = 0.0%; Eya2 inh = -3%; USP2a block = 0%; PTAP TSG101 blk = -1%; TSHR antag = -37; BCR signal inh = ?; ELG1 DNA repair = ?; Mito fusion act = -2%; uPA surface inh = 8%; TCR act = -5%

(list continues)
6	CCOC(=O)c1nn(-c2ccccc2)c(C(=O)OCC)c1N
7	O=C(O)c1cc(S(=O)(=O)Nc2ccc3cn[nH]c3c2)ccc1Br
8	CC(=O)c1ccc(N2CCN(C(=S)NCc3ccco3)CC2)cc1
9	N#CC(C#N)=C1C(=O)N(CCN2CCOCC2)c2ccccc21
10	O=C(NCCN1CCOCC1)c1ccccc1N1C(=O)[C@@H]2Cc3c([nH]c4ccccc34)C(c3ccccc3)N2C1=O (some centres not stated)

compound no.,6,7,8,9,10
Tb PFK block,-6%,8%,-1%,-2%,-13%
B2AR arrestin,0.1%,0.1%,0.3%,-1.0%,-1.7%
Eya2 inh,1%,-15%,2%,11%,-6%
USP2a block,0%,-1%,2%,0%,-1%
PTAP TSG101 blk,-6%,1%,-3%,-3%,-10%
TSHR antag,9,-14,-15,-5,-9
BCR signal inh,1%,?,-1%,?,?
ELG1 DNA repair,3%,7%,-3%,20%,?
Mito fusion act,5%,-2%,-5%,-1%,2%
uPA surface inh,-1%,18%,8%,-4%,1%
TCR act,-4%,-2%,-1%,-4%,1%

11	C=CCOC(=O)/C(=C\c1ccc(OC)cc1)NC(=O)c1ccco1
12	COc1nccc(-c2ccc(F)cc2)c1C#N
13	CNCC(O)COc1cccc(OC)c1 (configuration not stated)
14	O=C1C2CCCN2C(c2ccccc2)N1c1cccc(Cl)c1 (configuration not stated)
15	O=C(COc1ccccc1[N+](=O)[O-])N(Cc1cccc(Br)c1)C1CCS(=O)(=O)C1 (configuration not stated)

compound no.,11,12,13,14,15
Tb PFK block,1%,0%,-3%,-18%,-4%
B2AR arrestin,0.0%,0.0%,-0.2%,-0.2%,0.0%
Eya2 inh,17%,11%,14%,4%,-10%
USP2a block,-1%,7%,0%,1%,-4%
PTAP TSG101 blk,-1%,3%,0%,-5%,1%
TSHR antag,1,7,-7,-4,19
BCR signal inh,4%,?,1%,-9%,?
ELG1 DNA repair,0%,10%,6%,3%,0%
Mito fusion act,-1%,-4%,1%,2%,4%
uPA surface inh,2%,-6%,-5%,2%,-8%
TCR act,-6%,2%,4%,-2%,-3%

16	Cc1ccc(-c2nc(C=Nc3ccc(O)cc3)c(O)o2)cc1
17	CN(C)S(=O)(=O)c1ccc(NC=C(C#N)C#N)cc1
18	O=C(N/N=C/c1ccc2ncccc2c1)c1cccc([N+](=O)[O-])c1
19	COc1ccc(NC(=O)COC(=O)c2ccc(S(=O)(=O)N3CCCCCC3)cc2)c(OC)c1
20	Cc1ccc(S(=O)(=O)N2CCCCC2)cc1NC(=O)c1cccs1

compound no.,16,17,18,19,20
Tb PFK block,-29%,-10%,-1%,-1%,-6%
B2AR arrestin,-0.4%,-0.3%,-0.9%,-0.3%,0.1%
Eya2 inh,5%,-27%,-1%,-9%,20%
USP2a block,?,1%,-1%,1%,1%
PTAP TSG101 blk,?,-1%,-5%,-3%,-4%
TSHR antag,19,-1,-2,5,-14
BCR signal inh,?,?,-10%,-1%,-1%
ELG1 DNA repair,7%,-7%,0%,22%,-2%
Mito fusion act,-2%,-2%,0%,-4%,4%
uPA surface inh,?,4%,1%,4%,?
TCR act,-2%,1%,7%,0%,-1%

21	CC(C)CC(NC(=O)C1CCCN1C(=O)OC(C)(C)C)C(=O)NCC(N)=O (configuration not stated)
22	CCOC(=O)Nc1nc(C)c(C(=O)c2ccc(Cl)cc2)s1
23	Cn1c(Cc2ccccc2)nnc1SCC(=O)N1CCOCC1
24	O=C(Nc1ccc(-n2cnnn2)cc1)c1cccc(S(=O)(=O)N2CCCC2)c1
25	C=CCOc1nc2c(c(=O)n(C)c(=O)n2C)n1Cc1ccc(Cl)cc1

compound no.,21,22,23,24,25
Tb PFK block,1%,-2%,0%,0%,-1%
B2AR arrestin,0.2%,-0.2%,-0.6%,0.1%,0.0%
Eya2 inh,28%,3%,3%,-17%,-6%
USP2a block,5%,0%,2%,3%,0%
PTAP TSG101 blk,2%,0%,-5%,-2%,3%
TSHR antag,11,-1,14,-7,2
BCR signal inh,?,?,9%,0%,-9%
ELG1 DNA repair,0%,8%,3%,-23%,?
Mito fusion act,1%,6%,-2%,-5%,5%
uPA surface inh,9%,-11%,0%,4%,-8%
TCR act,-6%,-2%,4%,-5%,1%[46.1 µM]

26	CCN(CC)S(=O)(=O)c1ccc(C(=O)N2CCN(C(=O)c3ccco3)CC2)cc1
27	COc1ccc(Br)c(C(=O)OCC(=O)N2CCc3ccccc32)c1
28	COc1ccc(CNC(=O)C(=O)N2CCC3(CC2)OCCN3S(=O)(=O)c2ccc(C)cc2)cc1
29	COc1ccc(Nc2ccc(N3C(=O)CCCC3=O)cc2[N+](=O)[O-])c(OC)c1
30	c1ccc(Nc2nc3ccccc3[nH]2)nc1

compound no.,26,27,28,29,30
Tb PFK block,-2%,-1%,-1%,-2%,-1%
B2AR arrestin,-0.1%,0.8%,0.1%,5.1%,0.1%
Eya2 inh,1%,2%,-12%,-11%,-6%
USP2a block,2%,-2%,0%,1%,0%
PTAP TSG101 blk,-2%,0%,0%,-6%,-3%
TSHR antag,22,·,7,7,20
BCR signal inh,?,-17%,-5%,1%,?
ELG1 DNA repair,-14%,?,2%,-9%,?
Mito fusion act,-1%,·,7%,-2%,6%
uPA surface inh,2%,0%,-5%,-4%,-8%
TCR act,5%,-1%,1%,3%[46.1 µM],8%

31	CCOC(=O)c1ccc(N2C(=O)CC(NC3CCN(C(=O)c4cccc(Cl)c4)CC3)C2=O)cc1 (configuration not stated)
32	CC(OC(=O)c1ccc([N+](=O)[O-])o1)C(=O)Nc1nc(-c2ccc(F)c(F)c2)cs1 (configuration not stated)
33	CC(=O)Nc1cc(Cl)c(N=Cc2ccc(O)cc2O)cc1Cl
34	CC(=O)NS(=O)(=O)c1ccc(NC(=O)c2ccccc2F)cc1

compound no.,31,32,33,34
Tb PFK block,3%,-19%,-4%,-3%
B2AR arrestin,-0.4%,-0.9%,-1.0%,-1.3%
Eya2 inh,18%,23%,3%,0%
USP2a block,1%,0%,1%,2%
PTAP TSG101 blk,-5%,-2%,-2%,-3%
TSHR antag,0,-23,-3,6
BCR signal inh,?,14%,0%,2%
ELG1 DNA repair,2%,?,-2%,7%
Mito fusion act,-5%,8%,-3%,3%
uPA surface inh,0%,-7%,-13%,·
TCR act,-1%,-1%,-2%,3%
